# 12-hLO inh – blocks human 12-lipoxygenase activity | P18054 | purified 12-hLO, xylenol orange hydroperoxide absorbance | Potency, µM (series often up to 57.1 µM), inactives show top-dose activity change, negative = inhibition, usual class: inhibitors | 150,000 tested, 0.12% active | AID 1452; note: potency is the fitted concentration of half-maximal effect; nearly all actives have a fitted effect of over 55% in size; many of its hits are not listed in these tables
#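 Hydroperoxide output read as Fe(III)-xylenol orange absorbance, 573-to-405 nm ratio, after 30 min reaction with 40 uM arachidonic acid. Enzyme: 150 nM purified human 12hLO, 15 min compound preincubation; 25 mM Hepes pH 7.0, room temperature.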
# IMPase cell inh – membrane-permeable compound that blocks inositol monophosphatase | P97697 | CHO-M1 cells, IP1 accumulation, HTRF TR-FRET ratio | inhibition (IP1 accumulation), % at 46.1 µM | 120,000 tested, under 10 active | AID 901; active = well fitted curve in the direction sought with a large enough effect in the signal ratio, not every such curve was filed as active; inconclusive = small, poorly fitted or top-dose-only effect, or a change in a side signal; inactive = no such curve, though single readings can be large or run the other way; the % refers to the signal ratio;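 note: cells stimulated with carbachol in lithium chloride buffer; plate controls were DMSO basal wells for no effect and reference inhibitor wells for full effect; higher means more IMPase inhibition seen as more IP1 and lower FRET ratio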
# Target sequence (P97697 whole entry, looked up): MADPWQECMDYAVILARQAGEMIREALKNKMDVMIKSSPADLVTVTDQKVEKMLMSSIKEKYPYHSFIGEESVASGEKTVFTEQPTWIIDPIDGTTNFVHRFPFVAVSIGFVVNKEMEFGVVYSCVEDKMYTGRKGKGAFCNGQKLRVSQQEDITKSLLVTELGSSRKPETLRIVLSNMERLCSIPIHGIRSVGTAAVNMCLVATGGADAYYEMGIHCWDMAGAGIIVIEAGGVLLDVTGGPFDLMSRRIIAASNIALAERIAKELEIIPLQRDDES
#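 Carbachol-driven Gq signalling in CHO-M1 cells (2000/well) generates IP1. Compounds that block IMPase raise IP1 and so reduce the FRET signal from Eu-anti-IP1 and d2-IP1 after a 10 min room-temperature lysis.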
# 15-hLO-2 inh – 15-hLO-2 (ALOX15B) enzyme inhibition; O15296; purified 15hLO-2, xylenol orange hydroperoxide absorbance; AID 881; Potency, µM (top dose mostly 57.1 µM), for the others: at the highest dose activity change, negative = inhibition, usual class: inhibitors; 110,000 tested, 0.56% active; note: potency is the fitted concentration of half-maximal effect; nearly all actives have a fitted effect of over 60% in size; many of its hits are not listed in these tables
# Target sequence (O15296 whole entry, looked up): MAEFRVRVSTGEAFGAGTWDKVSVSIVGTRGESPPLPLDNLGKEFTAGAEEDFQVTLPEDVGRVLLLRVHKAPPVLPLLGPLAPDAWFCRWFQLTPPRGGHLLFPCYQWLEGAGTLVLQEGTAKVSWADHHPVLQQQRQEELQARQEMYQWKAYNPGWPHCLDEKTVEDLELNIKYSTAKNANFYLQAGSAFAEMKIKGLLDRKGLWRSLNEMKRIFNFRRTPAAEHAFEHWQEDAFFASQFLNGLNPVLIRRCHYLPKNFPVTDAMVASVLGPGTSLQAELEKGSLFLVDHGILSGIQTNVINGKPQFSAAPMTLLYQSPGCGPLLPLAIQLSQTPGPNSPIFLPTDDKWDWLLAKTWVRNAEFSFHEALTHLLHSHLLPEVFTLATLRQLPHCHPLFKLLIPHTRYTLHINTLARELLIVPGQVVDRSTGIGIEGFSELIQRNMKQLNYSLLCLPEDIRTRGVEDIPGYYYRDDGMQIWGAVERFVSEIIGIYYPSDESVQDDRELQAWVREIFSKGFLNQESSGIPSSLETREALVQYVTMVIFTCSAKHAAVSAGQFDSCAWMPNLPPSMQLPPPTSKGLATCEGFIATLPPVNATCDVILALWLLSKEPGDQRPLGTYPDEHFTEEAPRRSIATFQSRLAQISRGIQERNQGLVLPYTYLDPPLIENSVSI
#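 Purified human 15hLO-2 (50 nM final) preincubated with compounds 15 min at room temperature in 25 mM Hepes pH 7.5, 0.01% Triton X-100, then 45 uM arachidonic acid added for 90 min; hydroperoxide detected via ferrous/xylenol orange, 573/405 nm absorbance ratio.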
# PNC inhibitor – perinucleolar compartment assembly inhibition; activity change (PNC), negative = inhibition, % at 10 µM; 140,000 tested, 3.1% active; AID 2417; PC3M PTB-GFP, PNC prevalence imaging, 16 h; hits give low values;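 active = readout at or below -70, meaning at least 70% loss of cells showing the perinucleolar compartment, a nuclear body marking cancer cells; inconclusive = readout between -30 and a set limit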;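 note: plate controls were DMSO wells for no effect and camptothecin positive control wells for full effect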
#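 Compounds are pinned in duplicate onto adhered PC3M cells stably expressing GFP-tagged PTB and incubated 16 h at 37 C. Cells are then fixed, nuclei stained with Hoechst, and PNC-positive cells counted.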
# Active calls of the source: *; ? = inconclusive; / = not tested or not shown; [ ] = another dose, or the depositor's remark. Unless noted, calls come from the whole dose curve; as a rule, active = well fitted curve in the direction sought with a large enough effect; inconclusive = small, poorly fitted or top-dose-only effect, or another doubt; inactive = no such curve, though single readings can be large; an effect the other way counts as inactive or inconclusive. Unless noted, % is set by controls: 0 for no effect and ±100 for the full control effect. These rows are one share of the data, so the mix of outcomes need not match the whole.
SMILES,12-hLO inh,IMPase cell inh,15-hLO-2 inh,PNC inhibitor
Cc1nc(Oc2ccc(S(=O)(=O)N3CCOCC3)cc2Cl)c2c3c(sc2n1)CCCC3,4%,/,/,38
Cc1nnc(SCC(N)=O)n1CC1CCCO1 (stereo not given),1%,-9,1%,8
O=C(Cc1ccccc1)NNC(=O)Nc1ccc(Cl)c(Cl)c1,2%,7,/,-22
CCCCCCn1c(CN2CCN(C(=O)c3ccco3)CC2)nc2c1c(=O)n(C)c(=O)n2C,9%,?,/,-122*
COC(=O)c1ccc(CSc2ncnc3c2nnn3-c2ccc(F)cc2)o1,-6%,7,-5%,-26
CCOC(=O)C1C(=O)CC(C)(O)C(C(=O)OCC)C1c1ccc(Br)o1 (stereo not given),-2%,-14[1.84 µM],-16%[11.4 µM],19
O=c1[nH]ncc(N2CCN(C(c3ccccc3)c3ccccc3)CC2)c1Cl,-4%,/,/,-24
COc1ccc(CN2CCN(S(=O)(=O)c3ccc(F)cc3)CC2)cc1OC,-3%,8,-2%,3
Cc1c(NC(=O)/C(C#N)=C/c2ccc(-c3ccccc3Cl)o2)c(=O)n(-c2ccccc2)n1C,?,/,/,-1
Cc1ccc(NC2=C([N+](=O)[O-])CS(=O)(=O)C2)cc1,-5%,-2,-11%,?
N#Cc1cnn(CC2CCCCC2)c1N,-1%,2,-2%,-97*
CN(C)c1oc(-c2ccccc2F)nc1C#N,0%,-19,/,91
COC(=O)c1cc(-c2cccc(OC)c2)on1,-3%,5,18%,32
Cc1ccc(S(=O)(=O)Nc2cccc(C(=O)Nc3cc(C)ccn3)c2)cc1,-16%,-6,6%,?
CCC(C)[C@H](Nc1nc(-c2ccccc2)nc2c1oc1ccccc12)C(=O)O (stereo not given in full),3%,-4,-5%,76
Cc1cccc(N2CCN(CC(=O)Nc3ccc(-n4cnnn4)cc3)CC2)c1C,1%,1,2%,36
Cc1nn(C(=O)c2ccccc2)c2c1C(=O)CC(C)(C)C2,5%,0,0%,-13
CN(C)Cc1ccccc1-c1ccc2ncnc(N(C)Cc3ccco3)c2c1,5%,/,10%,/
COc1ccc(-c2cn3cc(C)ccc3n2)cc1Br,?,/,/,12
O=C(CCCN1C(=O)c2ccccc2C1=O)Nc1ccccn1,-1%,?,/,?
Cc1ccc(NS(=O)(=O)c2cc(NC(=O)C(C)Oc3ccccc3)ccc2C)c(C)c1 (stereo not given),-2%,/,/,20
CC(=O)c1cccc(NC(=O)CN(c2cccc(F)c2)S(C)(=O)=O)c1,1%,1,8%,-18
Cc1noc(NS(=O)(=O)c2ccc(N)cc2)c1C,5%,?,5%,?
CC(C)(C)NC(=O)NC(=O)COC(=O)CNC(=O)c1cccc(F)c1,2%,5,1%,20
CN(C)S(=O)(=O)c1cc(C(=O)O)c(NC2CCCCC2)cc1Cl,-2%,1,-16%,9
CN(C)CCNS(=O)(=O)c1ccc(N2CCN(c3ccc(F)cc3)CC2)c([N+](=O)[O-])c1,-1%,/,/,13
CCOc1ccc(C(=O)N[C@H](C(=O)O)C(C)C)cc1,4%,4,-2%,16
O=C(c1cccs1)N1CCN(Cc2cccnc2)CC1,-21%,14,-18%,29
COC(=O)c1ccccc1OCc1cccc(C)n1,-1%,9,-1%,13
O=C(Nc1ccc(Cl)cn1)c1cccnc1,0%,-4,2%,-1
O=C(COC(=O)Cn1cnc2ccccc2c1=O)Nc1ccc(Cl)c(C(F)(F)F)c1,-3%,/,/,-20
CC(C)C(=O)Nc1cccc(C(=O)Nc2nnc(C(C)C)s2)c1,-2%,1,/,45
CCC(C)(C)C(=O)Nc1ccc(C(N)=O)cc1,1%,-7,-4%,?
CCCCOc1ccc(OCCCN2CCOCC2)cc1,1%,6[20.6 µM],41%[activator],17
COC(=O)c1ccc(C(=O)OC)c(NC(=O)CSCc2ccc(Br)cc2)c1,-12%,7,0%,40
O=C1NC(=O)/C(=C\c2ccc(Oc3ccc([N+](=O)[O-])cn3)cc2)S1,0%,0,/,-24
CC(C)CC(C(=O)NCC1CCCO1)N(C(=O)Cn1nnc(-c2ccc(F)cc2)n1)c1cccc(C(F)(F)F)c1 (stereo not given),8%,10,25%,34
CCOC(=O)c1cn(Cc2cccc(C)c2)nn1,-2%,/,/,-14
O=C(OCc1ccccc1Cl)c1cccnc1Cl,-1%,0,4%,-11
COc1ccc(NC(=S)N2CCN(c3ccccn3)CC2)cc1OC,-3%,3,/,-115*

# Just IMPase cell inh, for 2 of the compounds above:
smiles,IMPase cell inh
CC(C)CC(C(=O)NCC1CCCO1)N(C(=O)Cn1nnc(-c2ccc(F)cc2)n1)c1cccc(C(F)(F)F)c1 (stereo not given),10
O=C(Nc1ccc(Cl)cn1)c1cccnc1,-4

# The list goes on.
SMILES,12-hLO inh,IMPase cell inh,15-hLO-2 inh,PNC inhibitor
CCN(CC)S(=O)(=O)c1ccc(NC(=S)NC(=O)CC(C)C)cc1,-6%,/,/,-83*
CC1(C)Nc2ccccc2N(CCC(=O)N2CCOCC2)C1=O,1%,-2,-1%,?
Cc1c(C)c2c(c(C)c1O)CC[C@@](C)(C(=O)O)O2,-6%[25.6 µM],6[20.6 µM],-22%[25.6 µM],/
c1cncc(CNc2cccc(-c3nc4ccccc4[nH]3)c2)c1,2%,/,/,-26
CC(=O)Nc1cccc(C(=O)/C=C/c2ccc(N(C)C)cc2)c1,-2%,/,/,-18
COc1ccc(C(=O)OC(COc2ccccc2)Cn2ccnc2)cc1 (stereo not given),6%,3,/,75
CC1(C)CC2C1CCC1(C)OC2(C)CCC1O (stereo not given),12%,/,-9%,/
CCCCC1CC(/C(C)=N/NC(N)=O)OC1=O (stereo not given),-5%,9,3%,33
CC(C)C(NS(=O)(=O)c1ccc2c3c(cccc13)C(=O)N2)C(=O)O (stereo not given),-7%,2,-1%,28
CCCCNC(=O)NCc1cnn(C)c1C,-2%,/,/,?
Cc1ccc(Nc2cc(-n3cccn3)ncn2)c(C)c1,0%,-4,18%,0
Cn1c(=O)c(Oc2ccc(Cl)cc2)c(O)c2ccccc21,-1%,/,/,12
Cc1ccc(S(=O)(=O)c2c(C)nn(-c3ccccc3)c2OC(=O)c2ccc(Br)o2)cc1,-2%,/,/,?
CC(=O)c1cc(C#N)c(Oc2ccc(F)cc2)nc1C,2%,0,3%,7
Cc1cc(=O)c2cccc(Br)c2[nH]1,4%,-8,/,-100*
COC(=O)C1=C(C)N(CCc2cc(OC)c(OC)c(OC)c2)C(=O)N[C@H]1c1ccc(Br)cc1,-4%,/,/,?
CCOC(=O)C1C(=O)NCC1c1ccccc1 (stereo not given),-4%,3,-2%,-17
CC(=O)Nc1cc(C(=O)NCc2ccco2)ccc1Sc1ccc(F)cc1,1%,-10,/,-17
Cc1cc(C)c(S(=O)(=O)N(C)CC(N)=O)c(C)c1,4%,3,10%[2.29 µM],-85*
Fc1ccc(N2CCN(Cc3cnc(Oc4ccc(Br)cc4)s3)CC2)cc1,-5%,-2,22%,30

# Full records as entered above. Screens in order: 12-hLO inh | IMPase cell inh | 15-hLO-2 inh | PNC inhibitor
# Shown for `COC(=O)C1=C(C)N(CCc2cc(OC)c(OC)c(OC)c2)C(=O)N[C@H]1c1ccc(Br)cc1` : -4% | / | / | ?
# Shown for `Cc1cc(=O)c2cccc(Br)c2[nH]1` : 4% | -8 | / | -100*
# Shown for `CCOC(=O)C1C(=O)NCC1c1ccccc1` (stereo not given) : -4% | 3 | -2% | -17

# (further entries)
SMILES,12-hLO inh,IMPase cell inh,15-hLO-2 inh,PNC inhibitor
N#Cc1ccc(CN2CC[C@@]3(CCCN(C(=O)c4cccc(F)c4)C3)C2)cc1,-5%,/,19%,/
Cc1ccc(S(=O)(=O)N(CC(=O)N2CCOCC2)C2CCCCC2)cc1,-5%,5,-1%,?
Cc1ccc([N+](=O)[O-])cc1-c1[nH]c(-c2ccc(O)c(O)c2)nc1-c1ccccc1,?,-1,-20%,5
CCCCc1c(C)nn(-c2nnc3c4ccccc4n(CC)c3n2)c1C,-5%,?,6%,12
Fc1ccc(C2=Nn3c(nnc3-c3n[nH]c4c3CCC4)SC2)cc1,-2%,9,13%,-24
Clc1cccc(Oc2ncc(CN3CCOCC3)s2)c1,3%,-2,8%,-22
CS(=O)(=O)N(CC(=O)O)c1cccc(Cl)c1,3%,0,4%[2.29 µM],-22
O=C(Cc1cccs1)N(Cc1ccco1)C1(C(=O)NC2CCCCC2)CCCCC1,9%,13,-10%,?
Cc1ccc(C(=O)N/C(=C\c2cccc([N+](=O)[O-])c2)C(=O)NCc2ccncc2)cc1,-1%,/,/,-2
O=C(/C=C/c1ccc(Cl)cc1Cl)c1cccnc1,-28%,1,1%,?
N[C@@H](Cc1ccccc1)c1nnc(SCc2ccccc2Cl)o1,-1%,2,46%[activator],22
O=C(OCc1nc2ccccc2c(=O)[nH]1)c1cccs1,4%,3,4%,6
O=C(NNC(=O)c1cccs1)c1ccc(S(=O)(=O)N2CCCCC2)cc1,-2%,/,/,25
Cc1nn2c(COc3ccc(NC(=O)c4ccccc4)cc3)nnc2c2ccccc12,0%,/,/,?
Cc1c(O)c(CN2CCCCC2)cc2c3c(c(=O)oc12)CCC3,-13%,-7,-1%,1
COc1cc(N[C@@H](C)CCCN)c2ncccc2c1,-2%[25.6 µM],7[20.6 µM],22%[25.6 µM],/
C#CCOc1ccccc1CNc1ccccc1,-5%,/,/,-23
O=[N+]([O-])c1cc2c(cc1/C=N/Nc1nc(Nc3ccccc3)nc(N3CCCCC3)n1)OCO2,-7%,-5,34%[activator],5
COC(=O)COc1ccc2c(-c3ccc(OC)cc3)cc(=O)oc2c1,1%,1,-1%,23
CCOC(=O)/C(C#N)=C1/C=Nc2ccccc2N1,-12%,-1,-9%,?
CCOC(=O)C(NC(=O)CCC(=O)Nc1ccc(S(N)(=O)=O)cc1)C(O)c1ccccc1 (stereo not given),-3%,-6,10%,?
CC(C)n1c(SCc2ccc(Cl)cc2)nc2c1c(=O)[nH]c(=O)n2C,8%,?,-11%,-12
O=C(O)c1ccoc1CN1CCCCC1,2%,-9,/,-22
Cc1cc(S(=O)(=O)N2CCCC2)ccc1OCC(=O)N1CCOCC1,0%,1,3%,26
CC1(C)CC(CC(=O)NNc2nc(-c3ccccc3)cs2)C(=O)O1 (stereo not given),-3%,/,/,-84*
CCCn1c(SCC(=O)NC2CCCC(C)C2C)n[nH]c1=O (stereo not given),0%,4,-3%,30
CC(C)NC(=S)N(C)C1(c2ccccc2Cl)CCCCC1=O (stereo not given),-2%,/,/,-23
CC12CC3(C)CC(C)(C1)CC(C(=O)Nc1nn[nH]n1)(C2)C3,11%,0,23%,33
COc1ccccc1OCC(=O)Nc1ccc(O)cc1C(=O)O,2%,1,2%,-7
CC1(C)CC(=O)C(C=NCCN2CCN(C(=S)Nc3cccc(Cl)c3)CC2)=C(O)C1,4%,-1,4%,85
CC(=O)O[C@@]1(C(C)=O)CCC2C3C=C(C)C4=CC(=O)CCC4(C)C3CCC21C (stereo not given in full),-2%,/,-3%,/
CCOCC(=O)Nc1nc2c(s1)C(=O)CC(C)(C)C2,0%,?,1%,-15
CCOP(=O)(OCC)C(NCc1ccccc1)c1ccc(Br)cc1 (stereo not given),6%,10,11%,-25
CCOc1ccc2noc3c2c1C(=O)c1ccccc1-3,7%,7,-10%,?
O=C(CSCc1ccccc1)N/N=C/c1ccc(OCC(=O)N2CCCCC2)cc1,-2%,/,/,-2
CCCCCOC(=O)C(C)c1c(C)[nH]c(=S)[nH]c1=O (stereo not given),2%,-5,3%,?
O=C(NC1CCCC1)C1=COCCO1,2%,-7,6%,?
COC(=O)C1=C(C)NC2=C(C(=O)CC(C)(C)C2)C1c1ccsc1 (stereo not given),5%,-2,/,59
CC1CCCCN1CCNC(=O)c1cc2c(-c3ccccc3F)nn(C)c2s1 (stereo not given),-1%,9,21%,8
CCOC(=O)c1c(O)[nH]c(=O)c(CC)c1C,-1%[11.4 µM],/,-7%[11.4 µM],/
CCc1ccc(C(=O)COC(=O)c2cc([N+](=O)[O-])ccc2NCCO)cc1,-2%,/,/,?
